# RAD52 anneal inh: inhibitors of human RAD52 DNA annealing. P43351. recombinant RAD52 DNA annealing, FRET fluorescence. inhibition, % at 18.7 µM. 360,000 compounds, 0.46% hits;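 active = every replicate showing at least 50% inhibition; inconclusive = mean inhibition at least 50% but not in every replicate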
# RAD54 branch: inhibitors of human RAD54 branch migration; RAD54 Holliday junction branch migration, FAM/BHQ fluorescence; Q92698; 360,000 compounds, 0.14% hits; inhibition, % at 10.4 µM;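 active = mean normalized replicate activity at least 40 and at least half of replicates scoring 40 or more; inconclusive = only one of the two criteria met; inactive = mean below 40 and under half of replicates reaching 40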;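 also: 0% = median of neutral control wells and 100% = median of positive control wells; inhibitors cause a drop in the FAM fluorescence signal; in these data hits start at about 50%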
# Casp6 inh: inhibitors of human caspase-6; 350,000 compounds, 0.53% hits; purified caspase-6, Z-VEID-R110 cleavage fluorescence; inhibition, % at 12.5 µM; P55212;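 active = mean inhibition across replicates at least about 35%, with every replicate also reaching that limit, limit read from the data; inconclusive = only one of the two criteria met; inactive = neither criterion met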;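 also: 0% = median of neutral control wells and 100% = no fluorescence left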
# Target sequence (P55212 24-179 limits assumed): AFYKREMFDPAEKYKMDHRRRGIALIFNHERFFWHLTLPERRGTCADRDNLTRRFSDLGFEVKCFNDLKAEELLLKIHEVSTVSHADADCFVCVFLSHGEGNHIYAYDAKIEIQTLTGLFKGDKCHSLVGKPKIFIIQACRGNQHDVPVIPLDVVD
# Target sequence (P55212 194-293 limits assumed): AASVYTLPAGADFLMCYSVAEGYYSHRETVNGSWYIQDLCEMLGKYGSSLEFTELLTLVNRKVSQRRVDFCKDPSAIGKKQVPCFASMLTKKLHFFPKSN
# GSIS activator: GLuc luminescence reporter in INS-1E cells, primary screen for activators of glucose-dependent secretion of insulin. INS-1E GLuc reporter insulin secretion, 2-3 h. activation, % at 16.6 µM. 370,000 compounds, 0.61% hits. AID 743287;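 active = lowest replicate activation of at least 40%, so every replicate reaches that level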;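 also: 0% = median of neutral control wells and 100% = median of IBMX positive control wells; some compounds called inactive have numbers as strong as hits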
# XiGFP reactiv: reactivates the inactive X chromosome in mouse fibroblasts; XiGFP mouse fibroblasts, % GFP-positive cells imaging, 3 d; cells co-treated with 5-aza-dC sensitizer; scaled so ellipticine positive control = 100%; activation, % at 7.58 µM; 360,000 compounds, 0.055% hits; AID 743238;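 active = mean normalized replicate activation at least 10% and every replicate at or above 10%; inconclusive = only one of the two criteria met; inactive = mean below 10% and not all replicates reach 10%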;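 also: 0% = median of on-plate neutral control wells and 100% = ellipticine 6 µM median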
#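 System: 68-5-11 XiGFP fibroblast line | Buffer or medium: DMEM containing 5-aza-dC | Compound: Single point | Times: Compounds 3 days, fix/stain 15 min at room temperature | Benchmarks: Positive control ellipticine, 6 µM final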
# E-sel inducer: E-selectin induction on HUVECs; 260,000 compounds, 0.37% hits; HUVEC E-selectin immunofluorescence imaging; normalized: neutral wells 0, TNF-alpha wells 100; activation, % at 7.58 µM; P16581;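 active = mean E-selectin-positive cell signal at least 10% of the positive control, reached in at least 60% of replicates, without over 20% cell loss; inconclusive = no rule given, readout overlaps actives, possibly toxicity-flagged; inactive = the rest, including those meeting only one limit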;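 also: in these data hits start at about 27%; measured in HUVEC primary endothelial cells; signal is the percent of cells scored E-selectin positive by PE staining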
# Target sequence (P16581 whole entry, looked up): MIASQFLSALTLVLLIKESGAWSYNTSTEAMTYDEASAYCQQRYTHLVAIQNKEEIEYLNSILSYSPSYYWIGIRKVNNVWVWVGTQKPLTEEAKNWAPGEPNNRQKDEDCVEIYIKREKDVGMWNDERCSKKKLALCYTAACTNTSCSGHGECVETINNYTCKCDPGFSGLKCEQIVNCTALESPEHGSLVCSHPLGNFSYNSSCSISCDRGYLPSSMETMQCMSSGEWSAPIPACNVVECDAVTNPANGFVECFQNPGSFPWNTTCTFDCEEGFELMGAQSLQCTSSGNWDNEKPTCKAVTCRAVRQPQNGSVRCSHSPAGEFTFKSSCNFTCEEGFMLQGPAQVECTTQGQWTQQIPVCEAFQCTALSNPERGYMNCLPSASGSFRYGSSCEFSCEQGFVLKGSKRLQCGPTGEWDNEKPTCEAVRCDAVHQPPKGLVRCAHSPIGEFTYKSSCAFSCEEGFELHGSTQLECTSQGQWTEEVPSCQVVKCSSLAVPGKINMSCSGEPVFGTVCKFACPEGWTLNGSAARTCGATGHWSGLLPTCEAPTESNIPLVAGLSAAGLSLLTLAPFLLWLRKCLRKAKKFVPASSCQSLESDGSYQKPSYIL
#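 Assay system: HUVEC primary endothelial cells. Input: 3,000 HUVEC seeded per well. Doses: one compound dose added by pin transfer. Read-out basis: % PE-positive cells. Benchmarks: TNF-alpha high, DMSO low. Detection: immunofluorescence imaging. Buffer or medium: EGM-2, gelatin.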
# F508del corr: correctors of CFTR F508del function in bronchial epithelial cells; CFBE cells, YFP halide quenching; stimulated with forskolin plus potentiator P3; % fluorescence drop versus neutral controls; activity (quench increase), % at 7.58 µM; 350,000 compounds, 0.36% hits;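 active = mean added fluorescence quench of at least 8% versus neutral control, with both replicates also reaching 8%; inconclusive = only one of the mean or replicate conditions met; inactive = mean below 8% and not both replicates reaching 8%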;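 also: cells transiently co-express mutant CFTR-F508del with the halide-sensitive YFP; corrector assay measuring rescue of mutant channel to the surface after 24 h compound exposure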
# DENV2 CPE rescue: inhibitors of DENV2 cytopathic effect | DENV2-infected cells, cytopathic effect rescue, plate reader | AID 651640 | 350,000 compounds, 1.7% hits | CPE inhibition, % at 9.99 µM; in the data active = CPE inhibition above about 20%, passing the limit was not always enough; inconclusive = no clear call, values can overlap the other calls; tested in BHK-21 cells;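 also: 0% = median of neutral control wells and 100% = median of positive control wells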
# The depositor's hits bear a star; i = inactive; ? = inconclusive; . = no result given.
molecule	RAD52 anneal inh	RAD54 branch	Casp6 inh	GSIS activator	XiGFP reactiv	E-sel inducer	F508del corr	DENV2 CPE rescue
COC(=O)c1sccc1NS(=O)(=O)c1ccc(F)cc1F	-3	4	-4	12	0.4	.	-1.0	2
C[C@H]1CCCCO[C@H](CN(C)C(=O)NC2CCCCC2)[C@@H](C)CN([C@@H](C)CO)C(=O)c2cc(NS(=O)(=O)c3ccc(Cl)cc3)ccc2O1	-21	-1	0	9	0.0	.	2.4	13
CO[C@H]1CN(C)C(=O)c2ccc(NC(=O)c3ccno3)cc2OC[C@@H](C)NC[C@H]1C	i	-11	.	4	0.4	-0.3	-2.1	-4
Cn1nnnc1SCC(=O)NC(=O)NCc1ccccc1	-8	-11	-1	0	.	.	.	.
O=C(NC(=S)Nc1ccccc1Cl)c1ccco1	-23	4	-2	3	0.1	-0.2	-3.8	-1
CN(C)/C=C/C(=O)c1ccc(Cl)cc1Cl	-4	.	3	6	0.0	.	1.7	12
CN(CCC#N)C(=O)COC(=O)c1cccnc1Nc1ccccc1F	-24	.	-1	-2	0.1	.	0.7	2
CCOC(=O)N1CCC(NC(=O)c2csc3c2CCCC3)CC1	-7	3	0	-10	0.3	0.7	3.6	7
Cc1c(C(=O)NC(Cc2ccccc2)c2nc3ccccc3[nH]2)cccc1[N+](=O)[O-] (configuration not stated)	-13	.	2	-5	0.2	.	.	-1
Cc1c(-c2cccc(NC(=O)c3ccco3)c2)nc2ncccn12	8	.	-2	-3	-0.1	-0.1	-2.1	-4
COc1ccccc1CNC(=O)C[C@@H]1CC[C@@H]2[C@H](COC[C@H](O)CN2Cc2ccccc2)O1	8	3	5	-4	0.4	0.0	2.1	5
CC(C)[C@H](NC(=O)N1CCn2c1nc1ccccc12)C(=O)NCc1ccc2c(c1)OCO2	-11	1	2	-14	0.1	.	-0.5	-1
C[C@H]1CN([C@@H](C)CO)C(=O)c2cc(NS(C)(=O)=O)ccc2O[C@H]1CN(C)C	2	-15	1	18	0.2	-0.1	0.8	2
CC(OC(=O)c1ccc(Cl)c(S(N)(=O)=O)c1)C(=O)NCc1ccc2c(c1)OCO2 (configuration not stated)	-9	8	2	8	-0.7	-0.6	-0.5	2
CC1(C(=O)OCC(=O)Nc2ccc(S(=O)(=O)N3CCOCC3)cc2)CC1(Cl)Cl (configuration not stated)	-14	1	2	.	0.6	0.1	-1.4	-9
CC(C)CC#Cc1cnc2c(c1)C(=O)N([C@@H](C)CO)C[C@H](C)[C@@H](CN(C)C(=O)CN1CCOCC1)O2	-10	-3	-1	-2	-0.5	0.1	2.3	4
O=C(c1ccc(Br)s1)N1CCc2ccccc2C1	-11	3	5	1	-0.1	-0.2	2.2	3
Cc1onc(-c2ccccc2)c1C(=O)N(Cc1ccccc1)C(C)C	-7	-12	1	-10	0.0	0.3	-2.4	0
Cc1ccccc1-c1ccc([C@@H]2[C@H](CO)N3CCCCN(S(=O)(=O)c4cn(C)cn4)C[C@@H]23)cc1	7	3	-1	-17	0.0	0.0	-1.3	6
CC(C)(C)c1ccc(Oc2ccc(N)cn2)cc1	-15	-6	3	-17	0.2	2.1	-2.6	2
Cc1cc(C)cc(NC(=O)c2cc(S(=O)(=O)N3CCCC3)cn2C)c1	-1	13	-2	.	-0.1	.	3.2	-7
CN(C(=O)C1CCCN(c2ncnc3c2nc2n3CCCCC2)C1)c1cccc(Cl)c1 (configuration not stated)	6	1	2	-36	0.2	.	-0.7	-6
O=C(NC1CCSc2ccccc21)c1ccc(F)c(S(=O)(=O)N2CCOCC2)c1 (configuration not stated)	-3	-1	-4	-22	0.0	-4.1	1.0	14
CCC(Sc1nc2ncnc(N)c2[nH]1)C(=O)O (configuration not stated)	-10	0	.	8	0.3	0.1	-5.4	5
C[C@@H]1CN([C@@H](C)CO)C(=O)c2cc(NC(=O)C3CC3)ccc2O[C@@H]1CN(C)Cc1ccc(-c2ccccc2)cc1	26	-1	0	-23	-0.2	0.3	0.9	9
Cc1nc(CSc2ccc(Cl)cc2)cc(N2CC(C)OC(C)C2)n1 (configuration not stated)	-6	4	-4	-55	0.0	-2.5	0.0	7
COc1cccc(-c2cccc(NC(=O)C3CCN(C4CCC4)CC3)c2)c1	-21	1	-4	-14	0.1	-0.8	-2.6	-8
OCC1(CCOc2ccccc2)CCN(Cc2cn[nH]c2-c2ccc(F)cc2)CC1	-14	-3	-3	-4	0.0	.	-1.3	5
COC(=O)[C@]1(C)N[C@H](CN(C)S(=O)(=O)c2ccc(-c3ccccc3)cc2)[C@@H]2C(=O)N(C)C(=O)[C@@H]21	-2	-3	5	.	0.0	-0.1	1.5	0
CCN(CC)S(=O)(=O)c1ccc(N2CCOCC2)c(NC(=O)Cc2ccc(Cl)cc2)c1	-20	.	-1	0	-0.1	.	2.2	14
CCc1ccccc1NC(=O)CC(c1ccc(OC)cc1)n1cccc1 (configuration not stated)	-7	2	-1	.	-0.1	.	-0.7	2
CCNC(=O)C1CCCN(C(=O)Cc2cccs2)CC1 (configuration not stated)	-9	-6	7	4	0.2	-0.1	-0.7	4
COc1ccccc1NC(=S)NN1CCN(C)CC1	-11	.	-2	-9	0.0	0.8	.	-4
Cc1ccc(CNC(=O)C2CC(c3cc(C(F)(F)F)cc(C(F)(F)F)c3)=NO2)o1 (configuration not stated)	-106	-9	-2	.	0.2	.	2.8	?
CCOC(=O)CN1C(c2ccccc2O)Nc2ccc(Br)cc2C1c1ccccc1 (configuration not stated)	-11	.	-3	-6	0.1	-0.6	3.8	-6
Cc1c(C)n(CC(O)CNc2ccccc2)c2ccccc12 (configuration not stated)	-12	.	1	-2	0.1	.	-2.1	.
COCC(=O)N1C[C@@H](C)[C@@H](OC)CN(C)C(=O)c2ccc(NC(=O)c3ccccc3)cc2OC[C@H]1C	18	5	-1	16	-0.4	0.1	-0.1	-12
COc1ccccc1NS(=O)(=O)c1cccc(C(=O)N2CCN(C/C=C/c3ccccc3)CC2)c1	4	-22	-147	-27	0.0	-0.2	-2.0	8
O=C(NNc1ncnc2c1cnn2-c1ccc(F)cc1)c1ccco1	-10	11	-1	26	0.0	-0.6	-0.6	3
O=C(CN1C(=O)c2cccnc2Oc2ccc(Cl)cc21)NC1CCCC1	1	6	1	6	0.0	1.5	1.0	0
O=C(Nc1nncs1)C1CC(=O)N(C2CCCC2)C1 (configuration not stated)	-7	-4	3	-11	0.0	-0.1	3.0	0
CCN(Cc1ccncc1)C(=O)Cc1cccs1	-3	0	4	.	-0.1	.	.	-1
CCCCn1c(N)c(N(CCOC)C(=O)CCCc2cccs2)c(=O)[nH]c1=O	-2	.	3	9	-0.1	.	0.0	-3
C/C=C/c1ccc([C@@H]2[C@H](CO)N(C(=O)C3CCCC3)C23CN(C(=O)NC(C)C)C3)cc1	-4	.	1	-12	0.2	-0.1	-1.7	-7
OCC1OC(n2cnc3c(SCc4ccccc4)nc(NO)nc32)C(O)C1O (configuration not stated)	-16	4	-1	5	-0.1	0.1	-2.9	-7
O=C(O)CC1S/C(=N\N=C2CCCCCCC2)N(c2ccccc2)C1=O (configuration not stated)	7	.	-1	-7	0.0	-2.0	-0.2	3
O=C(NC1CC1)c1nc(Cn2ccc([N+](=O)[O-])n2)no1	-11	.	-1	6	0.2	-0.2	-2.2	-2
C[C@@H]1CN([C@@H](C)CO)C(=O)c2cc(-c3ccc(C#N)cc3)cnc2O[C@H]1CN(C)C(=O)CN(C)C	-2	6	-4	-2	0.0	0.1	0.1	2
COc1ccc(NS(=O)(=O)c2cccc(C(=O)Nc3cccc(C(=O)O)c3)c2)cc1	-23	-1	1	4	0.0	.	-0.2	1
COc1ccc(Cl)cc1NC(=O)N1CCC(C)CC1	-7	.	7	0	0.3	.	3.3	.

# (continued)
molecule	RAD52 anneal inh	RAD54 branch	Casp6 inh	GSIS activator	XiGFP reactiv	E-sel inducer	F508del corr	DENV2 CPE rescue
CCCNC(=O)CS(=O)Cc1nc(-c2ccc(OC)cc2)oc1C (configuration not stated)	10	4	3	.	-0.3	0.1	-3.1	4
CCOc1ccccc1Nc1nc(N)nc(CN(C)C2CCCCC2)n1	-12	10	-1	5	.	.	.	.
O=C(Nc1ccc(F)c(Cl)c1)c1cc(C2CCCN(S(=O)(=O)c3ccccc3)C2)on1 (configuration not stated)	-86	-11	-3	-36	0.1	0.4	-0.1	6
COc1ccc(/C=N/NC(=O)C2(C)NC(C)(C)Cc3ccccc32)cc1 (configuration not stated)	3	.	0	-8	0.0	.	1.5	2
CN1C(=O)c2cc(NC(=O)Cc3cccs3)ccc2OC[C@@H]2O[C@H](CC(=O)NCC3CCCCC3)CC[C@H]21	-30	-11	1	0	0.0	0.2	6.4	132*
Cc1ccc2c(c1)N(CCC(=O)NC1CCCCC1C)C(=O)CO2 (configuration not stated)	-7	14	1	5	0.1	.	-3.1	-4
COc1ccc(S(=O)(=O)N2CCOCC2)cc1C(=O)NC1CCCCCC1	-4	11	-1	14	-0.1	.	-3.7	2
CC(=O)NC[C@@H]1[C@@H](c2ccc(C3=CCCCC3)cc2)[C@@H](CO)N1C(=O)C1CCC1	-11	.	4	-18	-0.1	0.2	2.2	-15
C[C@H](CO)N1C[C@H](C)[C@@H](CN(C)CC2CCCCC2)OCCCC[C@H](C)Oc2ccc(NC(=O)NC3CCCCC3)cc2C1=O	.	2	.	-15	-0.1	-0.1	2.6	-7
C[C@H](CO)N1C[C@H](C)[C@@H](CN(C)Cc2cccnc2)OCc2ccccc2-c2ccccc2C1=O	1	6	1	6	0.0	-0.2	-0.1	9
CC1(C)C(=O)NCCN1C(=O)CCCC(=O)O	0	.	0	-1	0.2	.	0.3	-6
O=c1cc(CN2CCN(S(=O)(=O)c3ccccc3[N+](=O)[O-])CC2)nc2sccn12	7	-2	3	12	0.0	.	1.0	-4
O=C(COC(=O)COc1ccccc1)NC1CCCc2ccccc21 (configuration not stated)	7	2	-1	6	0.2	0.3	0.0	2
CC(C)NC(=S)N1CCN(C/C=C/c2ccccc2)CC1	-5	3	-1	-15	0.0	-0.6	-4.2	-9

# Record cards, from the list above. Order of values: RAD52 anneal inh | RAD54 branch | Casp6 inh | GSIS activator | XiGFP reactiv | E-sel inducer | F508del corr | DENV2 CPE rescue
# `O=C(Nc1ccc(F)c(Cl)c1)c1cc(C2CCCN(S(=O)(=O)c3ccccc3)C2)on1` (configuration not stated) as listed: -86 | -11 | -3 | -36 | 0.1 | 0.4 | -0.1 | 6
# `CCOc1ccccc1Nc1nc(N)nc(CN(C)C2CCCCC2)n1` as listed: -12 | 10 | -1 | 5 | . | . | . | .
# `C[C@H](CO)N1C[C@H](C)[C@@H](CN(C)Cc2cccnc2)OCc2ccccc2-c2ccccc2C1=O` as listed: 1 | 6 | 1 | 6 | 0.0 | -0.2 | -0.1 | 9
# `COc1ccc(/C=N/NC(=O)C2(C)NC(C)(C)Cc3ccccc32)cc1` (configuration not stated) as listed: 3 | . | 0 | -8 | 0.0 | . | 1.5 | 2
